# PPARg SRC3 recr: PPARgamma agonists recruiting SRC-3 coactivator, primary screen, biochemical. Peroxisome proliferator-activated receptor gamma (Homo sapiens), P37231. biochemical PPARgamma/SRC-3 coactivator recruitment assay. activation, % at 8 µM. hit rate 0.26% among 200,000. AID 731, 2007; in the data active means activation above about 23%;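 further: 0% = DMSO and 100% = reference agonist; some compounds past the cut are filed as inactive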
# PPARg SRC-2 ag: agonists of PPARg-SRC-2 recruitment, primary screen, biochemical, HTS; Peroxisome proliferator-activated receptor gamma (Homo sapiens), P37231; activation, % at 8 µM; PPARgamma LBD-SRC-2 recruitment; AID 1032, 2008; hit rate 0.34% among 200,000; in the data active means activation above about 22%;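 further: 0% = vehicle and 100% = reference agonist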
# Redox H2O2 prof: compounds producing H2O2 with reducing agent – biochemical, NIH compound library profiling, artefact control for MLSCN library redox annotation, primary screen | hit rate 0.03% among 200,000 | DTT-dependent redox cycling H2O2, phenol red/HRP absorbance; 100% = 100 µM peroxide control, 0% = buffer | activation, % at 10 µM | AID 878, 2007;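 active means activation of at least 50% relative to the plate's high and low controls in the primary single-dose screen; inactive means activation below 50%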;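 further: compound incubated with DTT at 0.8 mM final as the reducing agent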
# RAM network inh: inhibitors of the yeast RAM network, primary screen, dse1pr::URA3 reporter, 5-FOA selection. hit rate 1.8% among 190,000. S. cerevisiae dse1pr::URA3 reporter, 5-FOA growth OD615, 2 d; analog-sensitive cbk1-as2 kinase mutant strain. inhibition, % at 50 µM;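 active means inhibition above a set limit, 3 SD over mean compound inhibition, cut at about 8.4% in these data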;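 further: 0% = DMSO-only wells with no growth and 100% = 10 µM 1-NA-PP1 full growth; inhibition rescues growth on 5-FOA so higher OD means more RAM inhibition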
# Efa HMGR inh: inhibitors of E. faecalis class II HMGR, primary screen, biochemical, Enterococcus faecalis; hit rate 0.41% among 190,000; HMG-CoA reductase (Enterococcus faecalis, mvaE); AID 1066, 2008; inhibition, % at 10 µM; purified E. faecalis HMGR, NADPH absorbance 340 nm kinetic;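 active means inhibition above a set limit, the median over all tested compounds plus 3 SD, cut at about 9.5% in these data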;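 further: enzyme runs in reverse so mevalonate oxidation gives rising NADPH absorbance; 0% = complete reaction with DMSO and 100% = background rate lacking mevalonate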
# Lmaj promast: Leishmania major promastigote growth inhibition, primary screen; inhibition, % at 10 µM; Leishmania major promastigotes, resazurin fluorescence viability; AID 1063, 2008; hit rate 9% among 200,000; in the data active means inhibition above about 50%;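 further: promastigotes grown with compound for 44 hours at 28 °C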
# PPARg SRC1 recr: PPARgamma agonists recruiting SRC-1 coactivator, primary screen, biochemical; activation, % at 8 µM; hit rate 0.41% among 200,000; PPARgamma-SRC-1 coactivator recruitment biochemical assay; AID 631, 2007; in the data active means activation above about 19%;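 further: 0% = DMSO and 100% = reference agonist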
# ROMK primary: ROMK potassium channel modulators, primary screen, cell-based, thallium flux, MLSMR library; ATP-sensitive inward rectifier potassium channel 1 (Homo sapiens), P48048; Tet-inducible ROMK, thallium flux fluorescence; actives lie on both sides; B-score at 10 µM; hit rate 2% among 130,000;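 active means signal ratio slope over the read window, or its plate-corrected B-score, at least 3 SD from the plate mean, either direction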;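 further: B-score of the F/F0 ratio slope over 7 to 12 s after thallium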
# Target sequence (P48048 whole entry, looked up): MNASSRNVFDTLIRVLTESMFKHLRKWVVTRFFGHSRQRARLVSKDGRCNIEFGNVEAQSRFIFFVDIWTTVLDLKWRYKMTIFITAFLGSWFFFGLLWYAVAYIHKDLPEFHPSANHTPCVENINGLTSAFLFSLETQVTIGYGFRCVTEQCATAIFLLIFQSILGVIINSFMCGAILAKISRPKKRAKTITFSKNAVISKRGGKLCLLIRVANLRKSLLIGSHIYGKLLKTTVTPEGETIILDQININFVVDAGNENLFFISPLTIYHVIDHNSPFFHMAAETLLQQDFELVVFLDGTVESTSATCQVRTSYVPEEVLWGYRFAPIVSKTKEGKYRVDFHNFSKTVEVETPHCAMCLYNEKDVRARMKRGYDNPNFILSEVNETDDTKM
# S1P3 antagonist: S1P3 receptor antagonists, primary screen, cell-based; hit rate 0.27% among 170,000; CHO S1P3 NFAT-BLA reporter, FRET fluorescence, antagonist mode; Sphingosine 1-phosphate receptor 3 (Homo sapiens), Q99500; inhibition, % at 4.98 µM;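 active means inhibition above the plate cutoff, the mean inhibition of test wells on that plate plus 3 SD, cut at about 28% in these data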;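 further: cells challenged with S1P at its EC80 of 0.8 µM; blue over green emission ratio from cleaved BLA substrate after 4 h stimulation; 0% = S1P-stimulated wells and 100% = unstimulated DMSO-only wells; some compounds past the cut are filed as inactive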
# Target sequence (Q99500 whole entry, looked up): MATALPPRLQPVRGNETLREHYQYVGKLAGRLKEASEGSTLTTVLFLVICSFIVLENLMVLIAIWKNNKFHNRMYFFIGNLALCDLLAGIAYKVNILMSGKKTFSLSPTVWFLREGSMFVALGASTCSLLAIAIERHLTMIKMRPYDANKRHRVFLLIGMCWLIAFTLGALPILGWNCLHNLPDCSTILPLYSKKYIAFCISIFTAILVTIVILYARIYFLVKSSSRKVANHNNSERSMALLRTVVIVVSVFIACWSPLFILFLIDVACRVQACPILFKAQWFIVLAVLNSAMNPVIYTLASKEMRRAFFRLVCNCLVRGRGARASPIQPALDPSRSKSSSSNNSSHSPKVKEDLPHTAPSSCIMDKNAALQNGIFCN
# bIAP inhibitor: bovine intestinal alkaline phosphatase inhibitors, primary screen, selectivity assay for TNAP inhibitor project, biochemical, bovine IAP, CDP-star luminescence; purified bovine IAP, 30 min; inhibition, % at 20 µM; 190,000 tested, under 10 active; AID 1019, 2008;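 active means over 50% inhibition of intestinal alkaline phosphatase at 20 µM in the single-dose screen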
#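 System: Purified bovine intestinal alkaline phosphatase (IAP) enzyme | Input: IAP diluted 1/65,000,000 in the well | Also added: CDP-star chemiluminescent phosphatase substrate, 30 µM final | Dosing: 20 µM single dose | Times: Enzyme reaction for 30 min at room temperature | Detection: Luminescence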
# TR-FRET SRC-2 ct: TR-FRET signal artefacts, primary screen, artefact control for PPARgamma SRC-2 agonist project, biochemical; AID 1049, 2008; TR-FRET artefact counter-screen; hits give high values; TR-FRET ratio at 8 µM; hit rate 0.4% among 200,000; in the data active means TR-FRET ratio above about 2000; further: inactives centre near 1500
# * hit, by the source's call; / = no result given.
# The line under a structure holds: TR-FRET SRC-2 ct, S1P3 antagonist, PPARg SRC1 recr, bIAP inhibitor, ROMK primary, RAM network inh, PPARg SRC3 recr, Redox H2O2 prof, Lmaj promast, PPARg SRC-2 ag, Efa HMGR inh
> Cc1ccc(C(=O)NC(C)c2ccccc2)o1 (stereo not drawn)
  1629, /, 3, 3, /, 0.2, 1, 0.5, 0, 15, -5
> Cc1ccc(C(=O)OCC(=O)NCc2cccs2)cc1S(=O)(=O)N1CCOCC1
  1540, 9, 7, -17, -0.28, 2.6, 0, -0.3, -5, -1, /
> O=C(COc1cccc(NC(=O)c2cccc([N+](=O)[O-])c2)c1)c1ccc(Br)cc1
  1622, /, 0, 11, /, 3.1, 3, 0.9, 22, -5, -2
> Cc1nnc(SCC(=O)NCc2ccccc2Cl)[nH]c1=O
  1530, -6, 1, 20, 0.38, 2.3, 2, -0.6, -14, 1, -2
> COc1ccccc1/C=C(\C#N)C(=O)Nc1ccc(S(N)(=O)=O)cc1
  1497, -3, 3, -13, -3.3*, 4.3, 10, -0.2, -2, 1, -2
> COc1cccc(C(=O)NCc2nnc(SCC(=O)Nc3nccs3)n2-c2ccccc2)c1
  1543, -3, 3, -15, /, -0.1, 7, -0.7, 0, 7, 2
> C#CCN1CC(C)/C(=N/O)CC1C (stereo not drawn)
  1573, 0, 0, 5, 1.5, 0.3, 2, 0.0, -5, -9, 2
> O=C(C1=NN(c2ccccc2)C2C(=O)N(c3ccccc3)C(=O)C12)c1ccccc1 (stereo not drawn)
  1301, 1, -3, -22, 0.9, 5.8, 0, -0.3, 2, -1, 5
> C=CCNCCCCOc1ccc(Br)cc1C
  1653, -7, 4, 13, -1.6, -0.8, 2, 1.2, 99*, 3, -1
> O=C(O)/C=C/c1cnn(-c2ccccc2)c1
  1651, -3, 6, -7, 0.47, -0.7, 3, -0.1, -2, 4, 2
> Cc1cc(N/N=C/c2ccccc2Cl)nc(NCc2ccccc2)n1
  1686, -10, 7, 6, /, -0.5, -6, 0.7, 86*, 1, -10
> Cc1ccccc1NC(=O)c1cccc(OCc2c(C)noc2C)c1
  1781, /, 0, 10, /, 0.6, 4, 0.4, 59*, 5, 1
> CCOC(=O)CCc1c(C)c2ccc(OCc3nn[nH]n3)c(C)c2oc1=O
  1536, -24, 8, 4, 0.27, 0.8, 9, 1.8, -9, -4, 0
> COc1ccc(C2C(C#N)=C(C)NC3=C2C(=O)CC(C)(C)C3)c(OC)c1 (stereo not drawn)
  1465, 4, 1, -1, -0.7, 1.7, 0, 0.3, -2, 7, -5
> CCC(Oc1ccccc1)C(=O)N1CCN(c2ccccn2)CC1 (stereo not drawn)
  1508, -48, 0, -6, /, -0.4, -1, 0.7, 0, 6, -1
> Cc1oc2c(CN3CCCC3)c(O)ccc2c(=O)c1-c1ccc(Cl)cc1
  1564, -29, -3, -2, 0.18, -0.1, 2, 0.4, 97*, 4, 5
> NC(=O)c1c(NC(=O)c2cc3ccccc3o2)sc2c1CCC2
  1514, 22, 14, 8, 0.97, 4.3, 1, 0.9, 12, 10, -6
> COCc1cc(=O)[nH]c(Nc2nc(C)c3cc(OC)ccc3n2)n1
  1366, /, 2, -9, 2, -0.7, 6, 0.0, 31, 1, 0
> Cc1ccc(S(=O)(=O)/N=C2/NC(=O)/C(=C/c3ccccn3)S2)cc1
  1548, -27, 12, 2, -1.9, 2.0, 5, 0.2, -9, 11, -5
> CN(C)S(=O)(=O)c1ccc(N2CCCC2)c(C(=O)Nc2nc3c(ccc4ccccc43)s2)c1
  2069*, 1, 2, 26, /, 6.4, 7, -0.3, 97*, 10, -6
> COc1ccc(NC(=O)c2csc3c2CCCCC3)c(OC)c1
  1600, 8, -3, -2, -0.77, 3.8, 1, 0.4, 10, 1, 1
> CCOc1cc(N2CCOCC2)c(OCC)cc1NC(=O)CN1CCCC(C)C1 (stereo not drawn)
  1419, -11, -6, -33, 0.92, 0.0, -1, -0.1, 28, -1, 0
> CCOc1cccc(CN2CCN(c3cccc(C(F)(F)F)c3)CC2)c1O
  1445, 23, -1, 2, -1.6, 0.2, -3, 0.0, 37, 5, -1
> COc1ccc(CNc2oc(Cc3cccc4ccccc34)nc2C#N)cc1
  1333, 5, 7, 34, -0.22, 13*, -9, 2.5, 19, -2, -6
> COC(=O)C1=C(C)N(C)C(=S)N(C)C1c1cccc(Br)c1 (stereo not drawn)
  1614, -13, 4, -10, /, 4.3, 2, -0.4, 38, 6, 5
> COc1ccc(CCNC(=O)CN2CCN(S(=O)(=O)c3ccc(Cl)cc3)CC2)cc1OC
  1354, /, 0, -2, 0.12, 1.9, -3, 0.0, -3, -3, 0
> CCCOc1ccc(C(=O)CCC(=O)OCC(=O)Nc2cc(C)on2)cc1
  1599, /, 0, -5, -1.3, 2.1, 5, -0.9, 0, 6, -1
> COc1cc2c(cc1NC(=O)CSc1ccccn1)oc1ccccc12
  1643, /, 4, 15, 0.33, 2.5, 1, 0.3, -5, 3, -5
> CCC(C)(C)n1nnnc1C(c1ccc2ncccc2c1)N1CCN2CCCC2C1 (stereo not drawn)
  1554, -10, 1, 1, /, -0.7, 3, 3.2, 70*, 3, -5
> O=C1/C(=C/c2ccc(N3CCCC3)cc2)NC(=S)N1C1CC1
  1549, /, 7, /, -2, 1.2, 12, 2.1, 30, 2, -5
> O=C(NCc1ccccc1)C1=C[C@@H](c2ccc(C(F)(F)F)cc2)C[C@@H](OCc2ccc(CO)cc2)O1
  1553, -10, 5, 12, /, 12*, 0, 0.0, 87*, 5, -10
> CC(C)C(C)NC(=O)COc1ccc([N+](=O)[O-])cc1Cl (stereo not drawn)
  1580, 6, -4, 6, 1.4, 1.2, -2, 0.4, -2, -6, -8
> S=C(NCCc1ccccn1)NC1CCCCC1
  1521, 0, -3, -1, -0.98, 1.8, -4, 0.4, 0, 1, -2
> O=C(N1CCCCC1)N1CCN(c2ccc(Cl)cc2)CC1
  1334, 17, -3, 8, /, -0.7, 0, 3.7, -1, -4, -10
> COc1ccc2c(c1)Cc1sc(NC(C)=O)nc1-2
  1646, -10, -2, 8, 0.005, 1.7, 2, 0.6, 1, 19, -9
> COc1ccc(C(=O)NCC(=O)OCc2ccc(F)cc2Cl)cc1OC
  1628, 5, 7, 4, -0.0048, 4.7, 1, -0.2, -8, 1, -1
> CC[C@@H](C)[C@@H](C(=O)N1CCNCC1)n1cc(CCC(=O)O)nn1
  1506, 1, 2, 14, /, 0.7, 3, 0.0, -4, 4, -3
> COc1ccc(OC)c(-c2oc3ccccc3c(=O)c2O)c1
  1470, -2, -2, 3, /, 2.1, -6, 5.1, 37, -8, -2
> COc1cc(CNn2c(C)n[nH]c2=S)cc(Br)c1OCc1ccc(F)cc1
  1387, 9, 9, 4, 0.53, 3.8, 3, -0.3, -1, 3, -2
> CN(C)CCCNc1c2c(nc3cc(-c4cccc(F)c4)nn13)CCC2
  1609, -9, 3, 7, -0.96, 1.1, 0, -0.6, 8, 5, -3
> Cc1nc(C)c(C(=O)C2=C(O)C(=O)N(CCN3CCOCC3)C2c2cccnc2)s1 (stereo not drawn)
  1624, -31, -6, 1, /, 0.5, 8, -3.3, -7, 2, -5
> Cc1cc(C)n(-c2cc(=O)n(C)c(=O)n2C)n1
  1637, /, 6, 6, 1.2, 0.5, -3, -1.6, -5, 10, -2
> Brc1ccccc1-c1nnc(COc2cccc3cccnc23)o1
  1538, /, 2, 3, 0.92, 3.5, 3, 0.9, 2, 11, -2
> O=[N+]([O-])c1ccc(N2CCNCC2)c(S(=O)(=O)N2CCOCC2)c1
  1481, -3, 5, 50, -0.029, 1.1, 3, -0.3, -9, -3, -6
> COc1cc(CN(C)CCc2ccccn2)cc(OC)c1OC
  1468, -9, -10, 0, /, 0.7, -1, -2.1, -10, 4, 3
> Cc1cccc2cc(C3CC(c4ccco4)=NN3C(=O)CCC(=O)O)c(Cl)nc12 (stereo not drawn)
  1536, -6, 3, 10, -1.2, 8.0, 2, -0.2, -9, 10, 1
> CN(c1ccccc1C(=O)N1CCN(c2cccc(Cl)c2)CC1)S(C)(=O)=O
  1444, -8, 2, 7, 0.77, 0.3, 0, 1.1, -10, 0, 2
> Cn1c(SCC(=O)Nc2ccccc2[N+](=O)[O-])nnc1C(F)(F)F
  1702, -14, 11, -1, 0.43, 2.6, 3, 0.6, -7, -2, -2
> COCCOC(=O)C1=C(C)NC(=O)N(C(C)=O)C1c1ccc(Cl)cc1 (stereo not drawn)
  1537, -29, 5, 2, 1.3, 2.7, -6, 0.8, 88*, -8, 0
> Cc1cccc(NC(=O)c2cc3ccccc3nc2C)c1
  1548, -14, 10, 0, 0.89, 0.1, 8, -0.1, 8, -2, 0
> Cc1ccccc1-n1c(SC(C)C(=O)N2CCN(C)CC2)nc2ccccc2c1=O (stereo not drawn)
  1485, /, 1, -1, -0.34, 2.6, -10, -7.6, -5, 6, 0
> CN(C)c1nc(OCCNC(=O)Nc2ccccc2)nc(N2CCCCC2)n1
  1444, 0, -1, -21, -1.2, 1.1, 3, -0.3, 5, 2, 2
> CCN1CCN(c2ccc(NC(=O)c3ccc4c(c3)OCO4)cc2)CC1
  1298, 11, 4, 11, /, -0.4, -5, 1.7, -3, 8, -2
> CCOC(=O)C1(CCc2ccccc2)CCN(C(=O)CCn2cncn2)CC1
  1604, 11, 10, -4, /, 1.9, -4, -0.8, -7, 1, -1
> CCCC(=O)Nc1ccc(C(=O)O)cc1NC(=O)CCC
  1514, -19, 0, 3, /, 1.0, -9, 3.3, -6, 0, -3
> O=C(CSc1nc2ccccc2c(=O)n1CC1CCCCC1)N1CCOCC1
  1589, /, -3, 4, -1.4, 2.4, 1, 0.1, -2, 7, 2
> O=C(Nc1nccs1)C1CCN(S(=O)(=O)c2ccc(Cl)c(C(F)(F)F)c2)CC1
  1452, /, 2, 8, /, 4.3, -1, 0.3, -4, 3, 4
> Cc1nc(S/C(=C\c2ccc(OCc3ccccc3Cl)cc2)C(=O)O)n[nH]1
  1427, /, 4, -10, /, 4.5, -1, 1.8, -4, 1, 1
> CCCOc1ccc(C(=O)NCc2ccco2)cc1
  1612, -10, 5, 6, -0.61, 2.1, 13, -0.6, 2, 9, -6
> c1ccc(-c2nnc3ccc(N4CCCC4)nn23)cc1
  1586, /, 5, 3, /, 2.0, 20, 0.1, 0, 3, -6
> N#CC1=C(N)SC(C(=O)c2ccccc2)C1c1cccs1 (stereo not drawn)
  1646, /, -4, 8, -0.72, 1.6, -4, 1.7, 16, 0, 9

# From PubChem BioAssay
